OXTR potentiate – potentiates the human oxytocin receptor response | P30559 | CHO-OTR cells, Fluo-8 calcium fluorescence, potentiator mode; 0% = oxytocin EC15, 100% = EC100 | activation, % at 3 µM | actives 0.061% (n = 320,000) | AID 2445;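 active = activation above that plate's cutoff, the mean activation of tested compounds plus 3 SD, cut at about 6.6% in these data, passing the limit was not always enough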;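 also: 100% uses oxytocin at 75 nM as the full agonist control; some results filed as inactive read as strong as hits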
Target sequence (P30559 whole entry, looked up): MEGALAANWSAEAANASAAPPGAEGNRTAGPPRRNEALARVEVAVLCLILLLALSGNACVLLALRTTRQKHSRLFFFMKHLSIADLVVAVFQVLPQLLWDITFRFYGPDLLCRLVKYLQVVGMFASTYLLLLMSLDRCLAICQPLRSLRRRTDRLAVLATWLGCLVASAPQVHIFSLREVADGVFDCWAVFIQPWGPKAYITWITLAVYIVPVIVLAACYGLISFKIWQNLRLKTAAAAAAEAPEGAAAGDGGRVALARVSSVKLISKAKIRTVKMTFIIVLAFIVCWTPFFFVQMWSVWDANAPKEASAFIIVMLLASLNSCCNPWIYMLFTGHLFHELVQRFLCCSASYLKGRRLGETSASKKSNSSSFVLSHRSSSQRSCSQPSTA
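System: human OTR in CHO cells; Also added: sub-maximal oxytocin, roughly EC15; Timing: compound 6 min at room temperature before oxytocin, 100 s read; Technique: Fluo-8 intracellular calcium fluorescence, ex 470-495, em 515-575 nm; Controls: oxytocin EC15 low and EC100 high; Replication: singlicate.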
M1 PAM parental – M1 PAM counterscreen hit in parental CHO-K1 cells | ATP EC20, Fluo-8 calcium fluorescence; 0% at ATP EC20, 100% at ATP max | AID 602247 | activation, % at 3 µM | actives 0.02% (n = 360,000);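 active = activation above the run cutoff, the mean activation of all test compounds plus 3 SD, cut at about 40% in these data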;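 also: peak over basal fluorescence ratio in a 140 s read after ATP addition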
CHRM1 agonist – human M1 muscarinic receptor agonism; P11229; CHO-K1 hM1, Fluo-8 calcium fluorescence, agonist mode; 0% DMSO, 100% acetylcholine EC100; activation, % at 3 µM; actives 0.33% (n = 360,000); AID 588814;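 active = activation above the run's mean compound activation plus 3 SD, cut at about 16% in these data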;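 also: peak over basal fluorescence ratio within a 140 s kinetic read after compound addition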
CHO-K1 Ca ag – nonselective activator or artifact in parental CHO-K1 cells. actives 0.48% (n = 360,000). Fluo-8 calcium fluorescence; scaled to maximal ATP response, vehicle zero. activation, % at 3 µM; in the data active = activation above about 15%;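 also: untransfected CHO-K1 host cells lacking M1 receptor as counterscreen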
CHRM1 antagonist – blocks human M1 muscarinic receptor. P11229. CHO-K1 hM1, Fluo-8 calcium fluorescence, ACh EC80 antagonist. inhibition, % at 3 µM. actives 1.3% (n = 360,000). AID 588852;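 active = percent inhibition above its own plate's cutoff, namely the mean of that plate's compound wells plus 3 SD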;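 also: peak over basal fluorescence ratio during 140 s after agonist addition; 0% = ACh EC80 plus DMSO and 100% = DMSO alone without agonist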
CHO parental Ca – counter-screen: ATP calcium response change in parental CHO cells; parental CHO-K1, ATP-induced calcium, Fluo-8 fluorescence; inhibition, % at 5.6 µM; actives 0.63% (n = 330,000); AID 463079;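 active = inhibition above that plate's mean sample inhibition plus 3 SD, cut at about 26% in these data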;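 also: 0% = ATP-challenged DMSO wells and 100% = DMSO wells without ATP; some compounds past the cut are filed as inactive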
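Test system: untransfected parental CHO cell line. Compound: one dose, 5.6 µM nominal. Detection: intracellular calcium via Fluo-8 no-wash fluorescent dye. Measure: % inhibition. Benchmarks: ATP-challenged DMSO wells low, unchallenged DMSO wells high.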
CHO-K1 Ca antag – nonselective inhibitor or artifact in parental CHO-K1 cells | ATP-induced calcium, Fluo-8 fluorescence | inhibition, % at 3 µM | actives 0.6% (n = 360,000);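 active = inhibition above a per-plate cutoff, the plate's mean sample inhibition plus 3 SD, cut at about 24% in these data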;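 also: 0% = DMSO plus EC80 ATP and 100% = DMSO alone without ATP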
TAAR1 antagonist – antagonists of human TAAR1; actives 1.5% (n = 360,000); inhibition, % at 3 µM; CHO RD-HGA16 TAAR1, Fluo-8 calcium fluorescence, antagonist;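 active = inhibition above a per-plate cutoff, the mean inhibition of test compounds on that plate plus 3 SD, cut at about 49% in these data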;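 also: 0% = DMSO plus EC80 beta-PEA response and 100% = DMSO alone without agonist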
Target sequence (Q96RJ0 whole entry, looked up): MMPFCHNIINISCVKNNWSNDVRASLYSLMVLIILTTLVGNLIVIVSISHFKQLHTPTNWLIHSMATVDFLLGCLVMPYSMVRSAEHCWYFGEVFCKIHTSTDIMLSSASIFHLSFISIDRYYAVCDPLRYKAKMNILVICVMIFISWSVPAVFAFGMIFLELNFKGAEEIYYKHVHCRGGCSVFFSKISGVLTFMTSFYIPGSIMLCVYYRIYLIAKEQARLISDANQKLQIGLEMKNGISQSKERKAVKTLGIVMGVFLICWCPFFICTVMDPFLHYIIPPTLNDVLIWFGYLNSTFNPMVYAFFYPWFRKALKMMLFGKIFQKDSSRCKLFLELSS
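Test system – hTAAR1-expressing CHO RD-HGA16 cells, Gα16-coupled · Reagent – β-PEA at EC80 concentration, post-compound challenge · Compound dosing – 3 µM, single point · Timing – 140 s kinetic read after compound, 140 s after agonist · Detection – Fluo-8 intracellular calcium dye fluorescence, real-time kinetic reads · Control set – DMSO and EC80 PEA controls · Repeats – n of 1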
TAAR1 agonist – agonists of human TAAR1; CHO RD-HGA16 TAAR1, Fluo-8 calcium fluorescence; vehicle wells 0%, saturating PEA agonist 100%; activation, % at 3 µM; actives 0.99% (n = 360,000);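 active = activation above the mean activation of all test compounds in the run plus 3 SD, cut at about 38% in these data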
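Assay system: CHO-derived RD-HGA16 cells with stable Gα16 and human TAAR1; timing: 17-24 h seeding, 75 min 37 °C dye, 30 min RT; read-out: % activation from peak over basal fluorescence ratio, DMSO-to-PEA scaled; measured by: kinetic Fluo-8 calcium fluorescence; benchmarks: low control DMSO, high control PEA (EC100); doses: 3 µM single concentration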
Starred values were filed as active, the others as inactive; nt = not tested or not shown. Hits appear at their usual frequency. About 4.2% of those tested had a hit in this group.

SMILES	OXTR potentiate	M1 PAM parental	CHRM1 agonist	CHO-K1 Ca ag	CHRM1 antagonist	CHO parental Ca	CHO-K1 Ca antag	TAAR1 antagonist	TAAR1 agonist
COC(=O)c1ccccc1NC(NC(=O)c1ccco1)C(=O)c1ccc(C)cc1 (stereo not drawn)	0	8	-2	0.2	8	-11	1	5	21
COc1ccc(NC(=O)COC(=O)CCc2nc3ccccc3c(=O)[nH]2)c(OC)c1	1	-6	-4	-0.3	-5	-2	-17	-3	1
Cc1ccc(SCc2[nH]nc3c2C(C(C)C)C(C#N)=C(N)O3)cc1 (stereo not drawn)	-18	-18	-2	-0.1	-3	-19	-1	26	9
O=C1CCc2cc(S(=O)(=O)Nc3ccccc3)ccc2N1	-9	3	-2	0.9	1	-6	-6	3	3
CC1(C)NC(=O)N(CC(=O)N2CCC(Cc3ccccc3)CC2)C1=O	-9	1	-1	0.7	-4	-3	-4	-16	1
C=CC[C@H](CC(=O)N(CCO)Cc1ccccc1)C(=O)N[C@H](COC(=O)[C@@H](CC=C)CC(=O)OC(C)(C)C)c1ccccc1	-5	7	-5	0.7	1	-32	-7	44	8
NC(=O)c1ccc2c(c1)OCCO2	-7	19	-1	-0.3	-1	-3	8	10	3
COC(=O)c1cccc(C(=O)N2CCCC(C(=O)c3ccccc3OC)C2)c1 (stereo not drawn)	nt	-8	-3	0.6	-10	nt	7	-3	-1
COc1ccc(C(=O)Nc2ccc(C(=O)N3CCC(C)CC3)cc2)cc1OC	3	-5	-1	0.8	7	-24	10	-8	0
Cc1c(Cl)c([N+](=O)[O-])nn1CC(=O)NCC(C)C	-3	11	-4	-0.6	-2	-4	-7	2	6
CC(C)(C)OC(=O)C[C@H]1C/C=C\C[C@@H](CC(=O)N(CCO)Cc2ccccc2)C(=O)NC[C@H](c2ccccc2)OC1=O	-5	0	-3	3.6	-1	-20	-20	34	17
CCOC(=O)Cn1c(=NC(=O)CSC(C)=O)sc2cc(OC)ccc21	-10	3	1	0.5	-1	-10	6	2	7
O=C(COc1ccc(S(=O)(=O)N2CCCCC2)cc1Cl)N1CCOCC1	-1	4	-4	-0.1	-4	5	12	-5	4
COc1ccc(Cc2nc3c4c(ncn3n2)Oc2ccc3ccccc3c2C4c2ccc(OC)c(OC)c2)cc1 (stereo not drawn)	0	-2	-6	-0.4	6	-37	2	-49	5
Cc1cccc(N2C(=O)CSC23CCCCC3)c1	2	9	-16	0.3	-6	-8	-15	-9	0
C#CCSC1=C(C#N)C(c2cccs2)C(C(=O)OCC)=C(C)N1 (stereo not drawn)	-4	13	-6	1.1	6	-15	-10	12	-2
O=C1NC(c2cn(-c3ccccc3)nc2-c2cccs2)C(C(=O)c2cccnc2)C(O)(C(F)(F)F)N1 (stereo not drawn)	4	18	-5	-0.1	-6	-17	-10	13	0
CCNCc1cc([N+](=O)[O-])ccc1OCC	3	-17	-7	-0.2	17	-7	-3	-13	0
O=C(CCc1ccccc1)Nc1ccc(F)c([N+](=O)[O-])c1	-7	15	-6	3.7	-5	-1	-7	1	5
Cc1sc2ncn(CC(=O)NCCCC(=O)N3CCN(c4ccccn4)CC3)c(=O)c2c1C	-8	17	-7	-0.2	-29	-18	-15	12	3
O=C(COc1ncnc2ccccc12)N1CCN(c2ccccc2)CC1	-5	0	-8	0.6	-4	-11	-9	14	2
Cc1nc(N)nc(N)c1/C=C/C(C)(C)c1ccc(Cl)cc1	nt	17	-3	9.3	10	nt	0	40	53*
O=C(CCCOc1ccccc1)Nc1cccc(S(=O)(=O)N2CCCCCC2)c1	-10	5	-2	8.6	9	-15	-24	24	0
COCC(=O)Nc1ccc2c(c1)[C@@H]1C[C@H](CC(=O)NCc3ccccc3)O[C@@H](CO)[C@@H]1O2	nt	5	-2	0.1	-17	nt	12	-8	3
COc1cc(NS(=O)(=O)c2cc3[nH]c(=O)c(=O)[nH]c3cc2C)cc(OC)c1OC	-12	-6	-2	0.0	-2	-3	1	-4	2
CCCN(C(=O)C1CCCN(c2ncnc3c2nc2n3CCCCC2)C1)c1ccc(F)cc1 (stereo not drawn)	5	16	-4	0.3	-1	-16	-22	1	4
CC(C)C(=O)Nc1nc2ccc(S(C)(=O)=O)cc2s1	-3	13	-3	0.0	-11	-4	-3	-6	6
Cc1c(NS(=O)(=O)c2cc(C(=O)NC(C)c3ccccc3)ccc2Cl)c(=O)n(-c2ccccc2)n1C (stereo not drawn)	nt	-2	-6	0.3	-4	nt	-12	-22	0
O=C(Cn1[nH]c(=O)c2ccccc2c1=O)Nc1cccc(-c2nnc3n2CCCCC3)c1	-2	23	-4	0.5	-5	-6	-5	-8	7
CCCCNc1nc2c(S(=O)(=O)c3ccccc3)nnn2c2ccccc12	-4	19	-1	4.4	-2	-9	-13	-31	1
OCn1c2ccccc2c2ccccc21	-11	1	-2	0.5	-15	-11	-11	-8	-2
O=C(CC(c1ccccc1)c1ccco1)N1CCOCC1 (stereo not drawn)	-1	6	-3	0.3	-1	1	-4	-14	19
COc1cccc(CN(C)C(=O)C2CCN(S(=O)(=O)c3cccs3)CC2)c1OC	0	-5	1	2.5	-3	-21	-4	-3	3
Cc1cc(C(=O)N2CCC2(C)C(=O)O)c(C)o1 (stereo not drawn)	nt	-7	-2	0.0	-13	nt	2	-1	1
CN(C)C(=O)CSc1nnc(-c2cccnc2)n1-c1ccccc1	-3	13	-4	0.3	-9	-9	-5	-8	1
COCCn1c(N2CCN(c3ccccc3)CC2)nc2c1c(=O)n(C)c(=O)n2C	1	12	1	2.0	-2	-10	-10	-19	1
Cc1ccc2c(c1)N(CC(=O)NCc1ccco1)C(=O)CO2	-7	7	-2	2.5	-15	-6	10	-7	1
COc1cc(-c2nnc(NC(=O)C3=COCCO3)o2)cc(OC)c1OC	-4	1	0	0.9	-6	-11	3	-13	0
Oc1ccccc1-c1cc(-c2ccccc2Cl)[nH]n1	-12	6	-1	1.4	6	-11	4	3	8
COc1ccc(NC(=O)CCN2CCN(S(=O)(=O)c3ccc(Br)cc3)CC2)cc1	0	11	0	2.1	1	-27	-16	-9	1
CN1C2C=C3C(C#N)=C(N)C(C#N)(C#N)[C@@H](c4ccc(Cl)cc4)[C@@H]3C1CC2 (stereo partly drawn)	-6	12	-8	0.2	-31	-15	-7	1	4
Nc1cnn(C2OC(CO)C(O)C2O)c(=O)n1 (stereo not drawn)	-1	-4	0	0.1	3	-17	-3	-17	3
COc1ccc(NS(=O)(=O)c2ccc(O)c(C(=O)OCC(=O)N3CC(C)OC(C)C3)c2)cc1 (stereo not drawn)	-8	15	1	1.8	-28	-22	-2	-19	4
O=S(=O)(Nc1cccc2ccccc12)N1CCCC1	-8	0	-2	0.4	-16	-12	-7	-9	2
O=S1(=O)CCC(NC(=S)SCc2ccccc2Br)C1 (stereo not drawn)	nt	17	-6	1.6	-5	nt	-1	1	5
Oc1ccc(CCC2CCCCN2Cc2nc(C3CC3)no2)cc1 (stereo not drawn)	-1	0	-6	4.8	27	-11	-9	-2	0
CCc1ccc(NC(=O)N(CCN2CCOCC2)C2CCN(C(C)=O)CC2)cc1	-7	-7	-4	-0.1	1	3	15	6	2
Cc1ccccc1OCC(=O)NCCCNC(=O)c1cccnc1	-5	17	-2	1.1	6	-4	-14	-9	-1
Cc1ccc(C)c(SCC(=O)N(C)C2CCS(=O)(=O)C2)c1 (stereo not drawn)	2	15	-4	0.4	-9	-2	-9	0	1
Cc1ccc(S(=O)(=O)NC(CC(=O)NC2CCCC2)c2ccco2)cc1 (stereo not drawn)	-9	8	-2	1.5	-17	-10	2	-17	2
Cc1cccc(C)c1Nc1nnc(SCc2cc([N+](=O)[O-])cc3c2OCOC3)s1	-10	20	-6	5.3	6	-13	-4	13	2
CCCN(C(=O)Cc1nc(N)n[nH]1)C1(C(=O)Nc2ccccc2C)CCCCC1	1	21	1	0.8	-17	-9	-6	12	5
Cc1c(/C=N/NC(=O)c2cccnc2)c2ccccc2n1Cc1ccccc1	-28	26	-4	1.2	-3	-3	-17	12	3
COc1cccc(N2CCN(C(=O)CC(NC(=O)c3ccccc3)c3ccccc3)CC2)c1 (stereo not drawn)	-2	-13	-6	0.9	-3	-35	-6	-7	-1
O=C1CCC[C@@H]2Cc3nc4ccc(Cl)cc4cc3[C@@H]3CCN1[C@H]23	nt	5	-5	-0.1	6	nt	-9	-4	2
COc1ccc(CN2C(=O)C(CC(=O)NCc3cccc4ccccc34)CC(C(=O)N(C(C)C)C(C)C)=C2C)cc1 (stereo not drawn)	nt	-5	-6	-0.3	-12	nt	-8	-15	-1
O=C(CN1CCC(n2nnc3cc(F)ccc32)CC1)N1CCc2ccccc2C1	-8	4	-9	3.0	-2	-20	-11	-6	10
CCn1c2ccccc2c2cc(NC(=O)COC(=O)c3cc(S(N)(=O)=O)c(Cl)cc3Cl)ccc21	-4	10	0	1.6	-13	3	-6	-6	1
O=C(CCc1ccc(O)cc1)NN=Cc1cc(Br)ccc1O	nt	4	3	6.3	-1	nt	5	10	6
CC1CCN(CCc2nc3cc(NC(=O)NC4CCCCC4)ccc3n2C)CC1	-9	8	-8	-0.3	36*	-10	-1	11	2

The list continues.
SMILES	OXTR potentiate	M1 PAM parental	CHRM1 agonist	CHO-K1 Ca ag	CHRM1 antagonist	CHO parental Ca	CHO-K1 Ca antag	TAAR1 antagonist	TAAR1 agonist
Cc1cc(=O)[nH]c2c1c(C)nn2C1CCOC(C)(C)C1 (stereo not drawn)	-5	12	-1	0.6	-2	-2	-17	-13	9
Cc1nc(CS(=O)(=O)c2ccc(Cl)cc2)cc(N2CCOCC2)n1	-8	17	-2	0.3	-30	11	-4	1	-1
CCc1ccc(NC(=O)c2cnn(-c3ccccc3)c2C)cc1	-15	12	-4	4.5	-1	-3	-5	4	2
COCc1c(C(=O)N2CCN(c3ccccc3C)CC2)oc2ccccc12	-7	12	-3	-0.1	-13	-30	-10	17	-1
